Assay outcomes (PubChem)
D1 antagonist – antagonists of human D1 dopamine receptor. P21728. HEK293 TREx D1 cells, calcium flux, dopamine EC80; hits give low values. activity change, negative = inhibition, % at 10 µM. actives 3.2% (n = 360,000). AID 504652; in the data active means activity change below about -30%; further: on the % scale 0 is the no-effect control and ±100 the full control effect
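Tetracycline-induced HEK293 T-REx cells with force-coupled D1 receptor were loaded with a no-wash calcium dye. Compound was added after a 10 s baseline and read kinetically for 180 s; EC80 dopamine was then added and calcium flux followed another 180 s.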
Apoferritin bind – candidate novel general anesthetic via apoferritin binding | Potency, µM (titrated, usually from 77.5 µM), without a hit: at the highest dose activity change, negative = displacement, actives largely listed as inhibitors | apoferritin/1-aminoanthracene competitive binding, fluorescence | AID 485281 | actives 0.074% (n = 350,000); further: potency means the concentration at half of the fitted maximal effect; on the % scale 0 is the no-effect control and ±100 the full control effect; nearly all actives have a fitted effect of over 20% in size
Target sequence (P02791 2-175 limits assumed): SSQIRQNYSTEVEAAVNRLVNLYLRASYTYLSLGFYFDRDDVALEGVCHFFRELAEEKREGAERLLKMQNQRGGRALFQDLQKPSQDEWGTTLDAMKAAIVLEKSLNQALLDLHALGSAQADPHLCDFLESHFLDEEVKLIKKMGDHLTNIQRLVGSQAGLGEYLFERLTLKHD
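Concentration-response curves derived by four-parameter Hill fitting of normalized fluorescence, where compounds displaced 1-AMA from 10 uM horse apoferritin following a brief 10 min room-temperature incubation; propofol titration acted as positive control.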
D1 agonist – activates the human D1 dopamine receptor | HEK293 T-REx D1 cells, calcium flux, agonist mode | activation, % at 2 µM | actives 1% (n = 360,000) | AID 504660; in the data active means activation above about 30%; further: 0% is about no effect
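Agonism was scored from calcium flux recorded over 180 s (1 read/s) after pintool compound addition, following a 10-cycle baseline. Cells were inducible force-coupled HEK293 TREx D1, plated overnight at 30 C and loaded with no-wash calcium dye.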
RXFP1 antagonist – RXFP1 (human) relaxin receptor antagonism | Q9HBX9 | HEK293-RXFP1, relaxin-stimulated cAMP HTRF, 30 min; hits give low values | activity change, negative = inhibition, % at 57.5 µM | actives 0.59% (n = 350,000) | AID 1259400;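 active means activity change of -60% or lower, but not beyond a set lower limit; inconclusive means change between -60% and -40%, or beyond the set limit; inactive means change above -40%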; further: on the % scale 0 is the no-effect control and ±100 the full control effect
Target sequence (Q9HBX9 whole entry, looked up): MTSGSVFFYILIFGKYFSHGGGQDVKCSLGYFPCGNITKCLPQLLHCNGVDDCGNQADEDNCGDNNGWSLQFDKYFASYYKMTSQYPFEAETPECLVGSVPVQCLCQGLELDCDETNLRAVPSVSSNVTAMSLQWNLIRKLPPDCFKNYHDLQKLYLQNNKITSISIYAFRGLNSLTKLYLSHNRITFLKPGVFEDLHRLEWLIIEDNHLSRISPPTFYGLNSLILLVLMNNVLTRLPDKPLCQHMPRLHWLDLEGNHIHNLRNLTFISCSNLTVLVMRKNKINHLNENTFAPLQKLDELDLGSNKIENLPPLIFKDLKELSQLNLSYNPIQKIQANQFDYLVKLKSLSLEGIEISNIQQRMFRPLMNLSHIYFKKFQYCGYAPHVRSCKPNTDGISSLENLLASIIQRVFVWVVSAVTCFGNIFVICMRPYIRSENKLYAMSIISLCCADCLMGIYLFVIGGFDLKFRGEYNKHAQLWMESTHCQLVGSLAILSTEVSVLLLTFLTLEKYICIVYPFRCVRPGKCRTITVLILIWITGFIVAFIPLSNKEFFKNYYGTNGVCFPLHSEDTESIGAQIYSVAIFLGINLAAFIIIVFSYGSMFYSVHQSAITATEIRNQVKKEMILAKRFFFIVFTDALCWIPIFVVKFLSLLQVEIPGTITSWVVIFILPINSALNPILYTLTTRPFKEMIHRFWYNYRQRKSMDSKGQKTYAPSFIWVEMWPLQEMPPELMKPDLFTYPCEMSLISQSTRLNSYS
TRHR PAM – allosterically enhances the human TRH receptor | P34981 | TRHR cells, fluo-8 calcium fluorescence, EC20 TRH enhancement | enhancement, % at 2 µM | actives 0.66% (n = 360,000); in the data active means enhancement above about 30%; further: 0% is about no effect
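TRHR-expressing cells loaded with fluo-8 calcium dye were read kinetically (ex 480/em 530) during compound addition, then stimulated with an EC20 of TRH (10 nM final). Enhancement of the Gq-mediated intracellular calcium response was scored.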
D2 PAM – positive allosteric modulators of human D2 dopamine receptor. HEK293 T-REx D2, calcium flux, EC20 dopamine potentiation. AID 485347. potentiation, % at 10 µM. P14416. actives 0.34% (n = 340,000);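 active means potentiation over 3 SD above the plate norm, cut at about 30% in these data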; further: 0% is about no effect
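Primary screen. Calcium kinetics in induced HEK293 T-REx D2 cells: compound pre-addition 180 s, EC20 dopamine, 180 s more.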
RXFP1 agonist – agonists of human relaxin receptor RXFP1. Q9HBX9. HEK293T-RXFP1 cAMP TR-FRET, 30 min; response scale: percent of porcine relaxin response, buffer zero. Potency, µM (top dose mostly 57.5 µM), for inactives: at the top dose activation, actives largely listed as activators. actives 0.3% (n = 370,000); further: potency means the concentration at half of the fitted maximal effect; on the % scale 0 is the no-effect control and ±100 the full control effect; nearly all actives have a fitted effect of over 60% in size; many of its hits are not listed in these tables
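cAMP rise read by TR-FRET after 30 min, 37C compound exposure (up to 58 uM) in RXFP1-transfected HEK293 cells with Ro 20174 present. EC50 from Hill-equation fits, with 29 nM porcine relaxin as 100% and buffer as basal.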
TRHR agonist – TRH receptor (human) agonism. activation, % at 2 µM. TRHR cells, calcium flux fluo-8, FDSS agonist mode. actives 0.18% (n = 360,000). AID 493084. P34981; in the data active means activation above about 30%; further: 0% is about no effect
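Fluo-8-loaded TRHR cells; 10 s baseline, compound added, kinetic Ca2+ fluorescence read 1/s, agonist mode.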
D1 potentiator – human D1 dopamine receptor positive modulation; potentiation, % at 10 µM; AID 504651; HEK293 TREx D1 cells, calcium flux, dopamine EC20 potentiation; P21728; actives 0.036% (n = 360,000); in the data active means potentiation above about 30%; further: 0% is about no effect
* = called active by the depositor; u = inconclusive; x = no result given; & = joins results of further samples; [ ] = another dose, or the depositor's remark. Unless noted, the call rests on the fitted dose curve; in most records, active means well fitted curve in the direction sought with a large enough effect; inconclusive means small, poorly fitted or top-dose-only effect, or another doubt; inactive means no such curve, though single readings can be large; an effect the other way counts as inactive or inconclusive.

SMILES | D1 antagonist | Apoferritin bind | D1 agonist | RXFP1 antagonist | TRHR PAM | D2 PAM | RXFP1 agonist | TRHR agonist | D1 potentiator
CC(=O)c1ccccc1NC(=O)CCCNC(=O)c1ccc(Cl)cc1 | -1 | -14% | 2 | -16 | 0 | -10 | -4.7% | -0.7 | -3
O=C(Nc1ccc(F)cc1)c1ccccc1NS(=O)(=O)N1CCCC1 | -3 | -11% | 15 | -5 | 5 | -15 | 2.4% | 1.1 | -6
CCN(CC)C(=O)c1sc(N2C(=O)Nc3ccccc3N2O)c(C(=O)OC)c1C | -6 | -1% | -2 | -5 | -10 | -1 | -0.7% | 0.0 | -1
CC1CC(C)(C)NC(=S)N1CCC(=O)N1c2ccccc2CC1C (centres undefined) | -4 | -5% | -1 | 1 | 0 | -3 | 0.8% | -0.2 | 6
CCOCCCNC(=O)c1cc(Nc2ccc(OC)cc2OC)nc2ccccc12 | 10 | 6% | -1 | 1 | -4 | 2 | -1.0% | -0.1 | 0
Cc1ccc(S(=O)(=O)c2nc(-c3ccc(F)cc3)oc2SCC(N)=O)cc1 | 4 | -5% | 6 | 10 | 1 | -2 | 0.0% | 0.0 | 5
CCCc1nc2c(C)ccc(C)c2c(N)c1CC | -1 | -2% | 1 | 24 | -2 | -13 | 0.6% | -0.1 | -4
COc1cccc2c1c(NC(=O)c1cc(C)on1)nn2C | -2 | 0% | 0 | -6 | -1 | 0 | -0.8% | -0.5 | 2
CCNc1nc(NC(C)(C)C)nc(Oc2ccc(=O)n(C)n2)n1 | 16 | -1% | 15 | x | 7 | -12 | 7.9% | 0.1 | -1
CCS(=O)(=O)n1nc(NCc2cccc(OC)c2)nc1NCc1cccc(OC)c1 | 1 | -3% | 0 | -9 | 3 | 6 | -0.2% | -0.4 | 0
CCOC(=O)/C=C1\CC(=O)Nc2cc(C)c(C)cc2N1 | 10 | -14% | 2 | 7 | 1 | 12 | 1.6% | 0.6 | -6
CCCNC(=O)CN(C1CCCCC1)S(C)(=O)=O | -19 | -7% | 2 | 0 | 20 | -2 | -0.6% | -0.1 | -11
CCc1noc(N)c1C(=O)Nc1ccc(F)c(Cl)c1 | -36* | -7% | 1 | -4 | -6 | 10 | -0.7% | -0.7 | -3
COCCCNC(=O)C(=O)NCC(c1ccco1)N1CCN(c2ccc(OC)cc2)CC1 (centres undefined) | -3 | -3% | 1 | 23 | 3 | -2 | 0.4% | 0.6 | 1
O=C(NCCc1ccccc1)c1ccc2c(c1)N(Cc1ccc(F)cc1)C(=O)c1ccccc1S2(=O)=O | 6 | u | 15 | -12 | -2 | 6 | 0.0% | 0.0 | 2
CC(C)(C)n1ncc2c(=O)n(CC(=O)NCc3ccc(F)cc3)cnc21 | 0 | -10% | 2 | -7 | 1 | 0 | 1.2% | -0.2 | -3
S=c1[nH]nc(CCSCc2ccccc2)n1-c1ccccc1 | 3 | -17% | 3 | 2 | -7 | -10 | 3.1% | -0.6 | 0
CN(C)S(=O)(=O)c1ccc(C(=O)NCC2CC2(Cl)Cl)cc1 (centres undefined) | 11 | -1% | 2 | -8 | 0 | x | 0.8% | 0.0 | 1
COc1cccc2cc(C(=O)NCCC3=CCCCC3)c(=O)oc12 | 1 | -12% | -1 | -25 | -1 | 2 | 3.4% | 0.5 | 4
O=C(Nc1ccc(Oc2ccccc2)cc1)c1ccc(F)c(S(=O)(=O)N2CCN(c3ccccc3F)CC2)c1 | -7 | -10% | -1 | -11 | -1 | -8 | 0.3% | 0.4 | 1
Cc1c(C(=O)O)oc2ccc(S(=O)(=O)NCc3ccc(F)cc3)cc12 | 13 | -14% | 6 | 13 | 2 | 6 | -0.2% | 0.4 | 3
Cn1cnc(S(=O)(=O)N2CCC(C(=O)Nc3ccc(C#N)cc3)CC2)c1 | 6 | 35%[activator] | 0 | 0 | 6 | 0 | 1.6% | 0.8 | 0
O=C(c1ccccc1)N1CCN(c2ccc([N+](=O)[O-])c(NCc3ccco3)c2)CC1 | -10 | u | -2 | 15 | -3 | 9 | 1.3% | 1.3 | -3
N#CCC(CNc1ncc(C(F)(F)F)cc1Cl)OC(=O)c1ccc(Cl)cc1 (centres undefined) | -3 | -4% | 11 | 6 | 0 | x | -5.1% | 0.8 | -4

Entries listed so far that bear a hit mark in D1 antagonist.
Molecule	D1 antagonist	D1 agonist	RXFP1 antagonist	TRHR PAM	D2 PAM	RXFP1 agonist	TRHR agonist	D1 potentiator
CCc1noc(N)c1C(=O)Nc1ccc(F)c(Cl)c1	-36*	1	-4	-6	10	-0.7%	-0.7	-3

The listing continues.
SMILES | D1 antagonist | Apoferritin bind | D1 agonist | RXFP1 antagonist | TRHR PAM | D2 PAM | RXFP1 agonist | TRHR agonist | D1 potentiator
CCc1cc2c(NC(C(=O)O)C(C)C)ncnc2s1 (centres undefined) | -6 | -3% | 1 | -14 | -5 | 3 | 0.9% | 0.0 | -4
COc1cccc(-c2nc(-c3ccc(NC(=O)Cc4ccccc4OC)cc3)no2)c1 | -3 | -7% | 5 | 2 | -5 | -23 | 0.1% | 0.3 | 3
CC(C)N1C(=O)c2ccc(C(=O)O)cc2C1=O | 2 | -14% | 1 | 5 | 2 | 5 | 0.3% | -0.1 | 9
COc1ccc(CCNS(=O)(=O)c2cn(C)cn2)cc1OC | 1 | 1% | 2 | 10 | -1 | 3 | -4.7% | 0.1 | -7
CC(C)=C1SC(N2CCN(c3cccc(C)c3)CC2)=NC1=O | -1 | -8% | -1 | -40 | 2 | -4 | 0.6% | -0.8 | -4
N/C(Cc1cccs1)=N\OC(=O)COc1ccc(Br)cc1Cl | -19 | -14% | 12 | -3 | 9 | -7 | 0.9% | 0.6 | 14
CC1C(=O)NN=C1C(=O)N/N=C/c1ccco1 (centres undefined) | -1 | -1% | 2 | 11 | -3 | 2 | -3.2% | 0.7 | -6
CC1CCCN(S(=O)(=O)c2ccc(S(=O)(=O)N3CCC4(CC3)OCCO4)cc2)C1 (centres undefined) | -5 | -12% | 3 | -1 | -2 | 0 | -1.7% | 4.5 | 1
CCOC(=O)c1cc(-c2ccccc2)sc1NC(=O)C(C)OC(=O)c1cccnc1Cl (centres undefined) | -10 | -2% | -1 | -15 | 1 | -7 | 3.4% | 0.5 | 3
Cc1ccc(NC(=O)C2CCN(C(=O)[C@@H]3Cc4ccccc4CN3)CC2)cc1 | 14 | 3% | 2 | -5 | 1 | -10 | 0.7% | 0.2 | -2
Cc1onc(-c2ccccc2)c1-c1nnc(CN2CCN(S(=O)(=O)c3ccccc3F)CC2)o1 | 4 | x | 6 | -3 | 5 | 6 | 2.3% | 0.2 | -4
O=C(NCCCN=C1NS(=O)(=O)c2ccccc21)c1ccco1 | 9 | -2% | 1 | -7 | 4 | 23 | -2.1% | -0.5 | -2
O=S(=O)(c1cccc(F)c1)N1CCN(Cc2cc3c(cc2Br)OCCO3)CC1 | -13 | x | 2 | 8 | -2 | 15 | 2.5% | 2.8 | 9
CN(C(=O)c1c(Cl)cnn1C)C12CC3CC(CC(C3)C1)C2 | 3 | u | 7 | -18 | 2 | -2 | 0.3% | -1.3 | -7
CCN(CC)CCNC(=O)Cn1cnc2sc(C)c(S(=O)(=O)N3CCC(C)CC3)c2c1=O | -3&-1 | 3%&2% | 3&0 | 6&-1 | -18&4 | 12&-2 | 0.1%&7.6% | -0.5&0.0 | 2&0
COc1ccc(F)cc1C(=O)C1CCCN(C(=O)C2=C(C)OCCO2)C1 (centres undefined) | 10 | -5% | 1 | -4 | -3 | -9 | -0.8% | 0.1 | -4
O=C(Nc1ccc(F)cc1)c1cc(-c2ccncc2)nc2c(Cl)cccc12 | -14 | -9% | 2 | -16 | 1 | -2 | -1.1% | 1.6 | -8
N#CCCn1cc(/C=N/O)c(-c2ccccc2)n1 | -2 | -13% | 7 | 13 | 16 | 5 | -0.4% | -0.1 | -3
CCOc1cc(C2C(C(=O)OC(C)C)=C(C)NC3=C2C(=O)CCC3)cc([N+](=O)[O-])c1O (centres undefined) | 10 | -21% | -1 | 1 | 1 | 11 | 6.0% | 0.1 | -7
O=C(COc1ccc2ccccc2c1)N1CCN(C(=O)c2ccco2)CC1 | -15 | -6% | 0 | -84* | 1 | 3 | 2.9% | 0.9 | 2
Cc1cc(S(=O)(=O)N2CCN(c3ccccn3)CC2)ccc1F | -23 | -8% | 7 | -1 | -3 | -5 | 0.3% | 0.4 | -2
CCOc1ccc(NC(=S)N2CCC(N(C)CC3CCCO3)CC2)cc1 (centres undefined) | 10 | 0% | 3 | 18 | 8 | -4 | -3.1% | -0.7 | 1
Cc1cc(CN(C)C(=O)c2ccc(OC3CCN(S(=O)(=O)N(C)C)CC3)cc2)n[nH]1 | -3 | -5% | 1 | -5 | 18 | 9 | 2.5% | 1.2 | -3
COCCNC(=O)Cc1ccc(NC(=O)N2CCCCc3ccccc32)cc1 | -10 | -7% | 3 | x | 4 | 3 | 0.6% | 0.7 | 4
O=C(CSCn1nnc2c(=O)[nH]c(Cc3ccc(F)cc3)nc21)Nc1cccc(C(F)(F)F)c1 | 14 | u | -1 | -13 | 1 | x | -0.3% | 0.8 | 0
CCn1c(CNc2ccc(OC)cc2)nnc1SCC(=O)c1ccc(OC)cc1 | 4 | -14% | 5 | 13 | 3 | -1 | 2.9% | -0.5 | -2
C/C(=N\NC(=O)c1ccncc1)c1cc2ccccc2oc1=O | -34* | 0% | 4 | -3 | -1 | -5 | 0.4% | 0.3 | 2
COc1ccc(OCc2nc3ccc(S(=O)(=O)Nc4ccccc4Cl)cc3[nH]2)cc1 | -57* | -16% | 4 | 9 | 1 | 5 | 9.6% | -0.4 | -11
CCOc1ccc(NC(=O)CN(Cc2ccccc2)S(=O)(=O)c2ccc(Cl)cc2)cc1 | -27 | 181%[activator] | 0 | x | 2 | 12 | -0.9% | 1.0 | -3
CN(Cc1ccco1)C(=O)C1CCC(=O)N1Cc1ccc(F)cc1 (centres undefined) | 1 | -6% | 0 | 1 | 4 | 0 | -0.4% | -0.1 | 1
COc1ccc(-c2nc3c(s2)CN(S(C)(=O)=O)CC3)cc1OC | -3 | -2% | 5 | -1 | 3 | 4 | 1.9% | 0.0 | -5

2 of the compounds above, tab-delimited:
Molecule	D1 antagonist	Apoferritin bind	D1 agonist	RXFP1 antagonist	TRHR PAM	D2 PAM	RXFP1 agonist	TRHR agonist	D1 potentiator
CCOc1ccc(NC(=O)CN(Cc2ccccc2)S(=O)(=O)c2ccc(Cl)cc2)cc1	-27	181%[activator]	0	x	2	12	-0.9%	1.0	-3
CN(Cc1ccco1)C(=O)C1CCC(=O)N1Cc1ccc(F)cc1 (centres undefined)	1	-6%	0	1	4	0	-0.4%	-0.1	1

Only part of the results is shown; the hit share may differ from the screen's.
